# Screening data deposited in PubChem BioAssay by several laboratories.
# GAA850 FXN act: activators of GAA850 frataxin (FXN) promoter | activation, % at 6 µM | actives 0.56% (n = 360,000) | HEK293 lucGAA850 FXN promoter luciferase reporter, 24 h; percent of 10 µM SAHA response | AID 540364;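 active = activation above the average of all compounds screened plus 3 SD, cutoff fixed separately per campaign, cut at about 7.5% in these data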;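 note: 0% = DMSO wells and 100% = 10 µM SAHA wells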
# DAX1 inh-1: inhibitors of human orphan nuclear receptor DAX1 (NR0B1); P51843; inhibition, % at 6.75 µM; AID 504766; HEK293 Gal4-DAX1 luciferase reporter, luminescence; actives 0.99% (n = 340,000);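 active = inhibition above the mean over all tested compounds plus 3 SD, cut at about 4.2% in these data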;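 note: 0% = DAX1-transfected cells with DMSO and 100% = empty-vector control cells with DMSO; inhibition shows as a rise in luminescence from relieved DAX1 repression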
# Target sequence (P51843 207-470 limits assumed): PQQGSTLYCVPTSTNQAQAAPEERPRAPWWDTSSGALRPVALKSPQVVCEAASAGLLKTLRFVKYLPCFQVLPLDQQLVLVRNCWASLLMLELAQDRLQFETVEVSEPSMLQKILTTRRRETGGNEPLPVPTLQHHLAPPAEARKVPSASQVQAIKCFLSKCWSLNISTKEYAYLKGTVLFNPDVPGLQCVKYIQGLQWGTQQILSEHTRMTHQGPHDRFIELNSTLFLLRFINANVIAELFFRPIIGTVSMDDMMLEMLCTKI
# GC-A act: GC-A (human) enzyme activation; P16066; HEK293 GC-A cells, cGMP TR-FRET, EC30 ANP; 0% at EC30 ANP, 100% saturating ANP; activation, % at 10 µM; actives 0.14% (n = 370,000); AID 1671463; in the data active = activation above about 40%
# ADAM17 inh: inhibits human ADAM17 | P78536 | recombinant ADAM17, EDANS/DABCYL FRET peptide cleavage | inhibition, % at 6.95 µM | actives 0.83% (n = 370,000);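 active = inhibition above the mean of compounds lying between control limits plus 3 SD, set per campaign, cut at about 8.5% in these data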;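 note: 0% = DMSO-only wells as the low control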
# hgDAF-12 ag: hgDAF-12 agonism, primary luciferase screen. HEK293 GAL4-hgDAF12 UAS-luciferase reporter, agonist luminescence; normalized to butyrate control. activation, % at 6.8 µM. actives 1.8% (n = 370,000);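 active = activation above a cutoff set at the mean of all screened compounds plus 3 SD, cut at about 10% in these data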;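 note: 0% = DMSO wells and 100% = sodium butyrate wells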
# hcDAF12 agonist: activates DAF-12 receptor from parasite H. contortus; HEK293 hcDAF-12 lit1-tk-luc reporter, luminescence; 0% DMSO, 100% Δ7-dafachronic acid; activation, % at 6.8 µM; actives 1.4% (n = 370,000);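 active = activation above the mean of all tested compounds plus 3 SD, cut at about 5.5% in these data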;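 note: 100% = response to 3 µM Δ7-dafachronic acid high control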
# ADAM10 inh: inhibitors of human ADAM10 | recombinant ADAM10, EDANS/DABCYL FRET peptide cleavage, 3 h | O14672 | actives 0.62% (n = 370,000) | AID 720582 | inhibition, % at 7 µM;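 active = inhibition above a per-campaign cutoff equal to the mean of compounds falling between control-based bounds plus 3 SD, cut at about 20% in these data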;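 note: 0% = DMSO wells while the 100% control is not disclosed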
# Target sequence (O14672 214-748 limits assumed): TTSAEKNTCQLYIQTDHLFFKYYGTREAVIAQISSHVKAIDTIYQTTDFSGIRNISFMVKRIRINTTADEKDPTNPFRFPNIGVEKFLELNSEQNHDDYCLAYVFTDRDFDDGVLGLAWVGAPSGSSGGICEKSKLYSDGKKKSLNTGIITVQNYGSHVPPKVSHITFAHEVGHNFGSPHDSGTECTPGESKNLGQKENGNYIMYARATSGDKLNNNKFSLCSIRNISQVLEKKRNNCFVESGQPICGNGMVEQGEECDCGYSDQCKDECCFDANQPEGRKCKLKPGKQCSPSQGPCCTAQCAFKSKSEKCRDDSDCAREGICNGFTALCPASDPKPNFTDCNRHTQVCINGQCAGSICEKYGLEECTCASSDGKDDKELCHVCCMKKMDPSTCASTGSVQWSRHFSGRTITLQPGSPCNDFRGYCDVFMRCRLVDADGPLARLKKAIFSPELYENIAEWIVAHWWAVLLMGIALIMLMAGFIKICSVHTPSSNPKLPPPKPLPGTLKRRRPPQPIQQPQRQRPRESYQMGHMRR
# DAX1 inh-2: inhibitors of DAX1 repression of SF-1 activated StAR promoter | inhibition, % at 6.8 µM | actives 1.1% (n = 370,000) | HEK293T StAR-luciferase reporter, SF-1/DAX-1 repression relief | AID 652010;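 active = inhibition above the mean over all tested compounds plus 3 SD, cut at about 3.6% in these data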;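 note: 0% = DAX-1 cells with DMSO and 100% = cells lacking DAX-1 with DMSO; higher inhibition means more luminescence from relief of DAX-1 repression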
# PG9 binder: small molecules binding HIV-1 gp120 antibody PG9 | TR-FRET gp120-PG9 antibody binding | inhibition, % at 6.7 µM | actives 0.43% (n = 360,000); in the data active = inhibition above about 8.5%
# SMARCA2 activ: SMARCA2 function activation, primary screen. MG213 cells, MMTV-luciferase reporter, dexamethasone, overnight. activation, % at 9.1 µM. actives 1% (n = 370,000); in the data active = activation above about 7.8%;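 note: 0% = vehicle wells and 100% = reference activator wells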
# ssDAF12 agonist: activates DAF-12 receptor from parasite S. stercoralis; HEK293 ssDAF-12/GRIP1 lit1-tk-luc reporter, luminescence; % of 3 µM dafachronic acid response; activation, % at 6.8 µM; actives 1% (n = 370,000); AID 652126;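 active = activation above the mean over all tested compounds plus 3 SD, cut at about 0.9% in these data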;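 note: 0% = DMSO-only wells and 100% = 3 µM delta7-dafachronic acid wells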
# An asterisk follows results filed as active; x = no result given. This is a random part of the collection, and some 6.8% of all compounds hit somewhere here.
SMILES,GAA850 FXN act,DAX1 inh-1,GC-A act,ADAM17 inh,hgDAF-12 ag,hcDAF12 agonist,ADAM10 inh,DAX1 inh-2,PG9 binder,SMARCA2 activ,ssDAF12 agonist
CCN1CCCC1CN(Cc1cc2c(C)cc(C)cc2[nH]c1=O)C(=O)NC1CCCCC1 (configuration not stated),-0.4,-0.9,1,-18,3.3,-1.2,-53,0.1,0.3,1,-1.0
CC(C)C[C@H](N)C(=O)N1CCC(C(=O)N[C@H](C(=O)NCc2ccc(F)cc2)C(C)C)CC1,-1.1,2.4,0,1,1.3,-0.6,-5,-0.9,-0.6,3,-0.5
Nc1nnc(-c2cccc([N+](=O)[O-])c2)o1,0.5,0.8,2,-3,5.3,-1.1,4,0.0,-0.3,1,-1.8
CN1CCN(c2ccc([N+](=O)[O-])c(-n3nc(-c4ccccc4)c4ccccc4c3=O)c2)CC1,1.8,0.8,2,13*,-4.5,-2.1,20*,-0.3,-1.5,-3,-2.0
COc1ccc(S(=O)(=O)CC(=O)c2cc3cc(Br)ccc3oc2=O)cc1,1.2,0.4,-5,4,-2.7,-2.5,-10,-0.4,-0.2,-1,-1.1
Cc1cc(CSc2ccccc2)ccc1NC(=O)c1ccc(Cl)c([N+](=O)[O-])c1,1.0,-0.7,-4,-2,1.2,1.4,1,-0.8,-2.8,-4,-0.4
COc1ccccc1N1CCN(C(=O)CN(c2ccccc2OC)S(=O)(=O)c2ccccc2)CC1,-1.9,-1.9,-9,4,-1.4,1.0,2,0.1,-1.1,5,-1.2
CC(C)c1ccc(NC(=O)CSc2nnc(-c3ccco3)n2C)cc1,x,x,1,2,-3.5,-2.6,-1,-0.2,x,-2,-0.9
O=C(O)C1CC=CCC1C(=O)N1CCCC1 (configuration not stated),-1.0,0.3,-3,-5,0.3,0.2,-11,-0.1,0.2,3,-0.7
O=C(CN1C(=O)/C(=C\c2cccc(Br)c2)Oc2ccccc21)NCC1CCCO1 (configuration not stated),2.0,-0.2,-24,-13,1.6,-0.1,-34,0.3,0.6,-2,0.4
CC(C)Cc1nnc(NC(=O)CCC(=O)N2CCN(c3ccc(Cl)cc3)CC2)s1,-0.6,0.5,2,0,0.2,2.1,0,-0.1,-0.2,-3,-1.2
O=C(COC(=O)c1ccccc1Br)NCc1cccs1,1.3,0.9,0,-3,1.2,1.4,-8,-0.8,1.1,1,-0.7
CC(=O)NC(=C(Cl)Cl)S(=O)(=O)c1ccccc1,1.6,-0.6,1,2,-2.3,0.0,0,1.1,0.9,1,-1.1
O=C(NN=C1C2CC3CC1CC(Cl)(C3)C2)c1ccccn1,5.0,0.6,1,0,14*,6.2*,-1,3.2,-0.5,9.1*,0.0
Cc1c(OCC(=O)N2CCC[C@@H]2C(=O)O)ccc2c3c(c(=O)oc12)CCC3,-1.2,0.9,-1,-92,-3.0,-0.5,-363,0.3,-0.9,0,-0.9
Cc1nnsc1SCCNC(=O)Nc1ccc(Cl)cc1,2.8,0.6,0,-1,4.8,1.2,13,-0.1,3.0,2,-1.5
CSc1ccc(/C=N/N2CCN(Cc3ccc(C)cc3C)CC2)cc1,1.4,-1.4,-6,2,0.3,-1.7,6,-0.1,-1.9,-1,-0.3
CC(=O)Nc1ccc(SC[C@H](CC(C)C)N2CCN(CC(C)C)CCC2=O)cc1,-0.3,1.4,-2,1,-1.6,-2.1,1,-0.4,-0.1,1,-1.4
COc1ccc(C)cc1NC(=O)c1cnc2scc(C)n2c1=O,-0.7,-0.6,9,-2,-2.2,-0.4,-13,0.7,1.4,-2,-0.2
CC(=O)c1ccccc1OCCCCN1CCCCC1,-1.1,0.0,-1,-3,1.4,0.8,-5,0.9,-0.9,1,-1.0
CCOC(=O)C1(C)CCCN(C(=O)c2ccc3snnc3c2)C1 (configuration not stated),0.1,x,4,-1,-2.6,-2.3,-12,0.9,-2.0,3,-0.2
N#C/C(=C\c1ccc(F)cc1)c1n[nH]c(Cn2cncn2)n1,-0.9,-0.6,-3,-9,1.9,-2.0,2,0.5,0.9,-2,-1.5
Cc1ccc(S(=O)(=O)Nc2ccc(-n3c(C)nc4ccccc4c3=O)cc2)cc1,-0.9,0.5,-4,-4,-2.5,-1.1,1,0.0,1.3,-3,-1.3
COC(=O)c1ccccc1NC(=O)/C=C/c1ccco1,1.8,0.1,1,-1,7.2,0.9,-4,0.8,-1.5,1,-0.5
CC(C)C(=O)NC(C)C(c1cccs1)N1CCOCC1 (configuration not stated),0.8,-0.5,1,-2,1.1,0.1,-1,-0.5,1.0,0,-0.8
O=C(Nc1ccc(N2CCCCC2)cc1)c1ccc(F)cc1F,3.4,2.0,2,-4,13*,5.7*,-1,3.6*,-0.3,1,0.3
OC(CN1C2=NCCN2c2ccccc21)c1ccccc1 (configuration not stated),-5.9,-0.5,-8,-5,-0.5,2.3,-4,0.2,-0.4,-1,0.0
O=C(NOCc1ccccc1)c1ccc(Cl)cc1,1.6,0.4,4,-2,6.3,2.0,-21,8.6*,1.7,0,0.8
CCOc1ccc2ccccc2c1/C=N/NC(=O)CNC(=O)C(c1ccccc1)c1ccccc1,-0.4,-0.4,-2,-7,-1.8,-0.4,2,-0.9,0.7,-4,-1.1
CC(=O)c1ccc(NC(=O)C2CCN(S(=O)(=O)c3ccc4c(c3)N(C(C)=O)CCO4)CC2)cc1,0.2,1.1,-1,0,-3.2,-0.9,-16,-2.3,-0.9,-2,-1.5
O=C1NC[C@H](Cc2ccccc2)N(C[C@@H]2CCCN2C[C@H](Cc2ccc(O)cc2)N2C[C@H](Cc3ccc(O)cc3)N(CC3CCCCC3)C(=O)C2=O)C1=O,x,x,-1,1,3.1,0.7,1,1.1,0.1,-1,-1.2
O=C(C[C@H]1C(=O)N(CCc2ccccc2)C[C@@H]1Cc1ccccc1)Nc1ccccc1,-1.2,-0.3,-4,-3,1.0,0.7,13,0.9,0.0,-1,-0.4
CCc1ccc(NC(=S)N2CCCC(C(F)(F)F)C2)cc1 (configuration not stated),0.9,0.9,5,-3,-0.4,-1.5,-11,0.7,0.1,-2,-1.2
C(#CC1CCCC1)c1ccc2c(c1)COc1c3ccccc3nn1-2,4.3,0.7,-2,2,4.9,0.4,5,1.1,-0.6,4,-1.1
CC(NCC(=O)Nc1cc(S(=O)(=O)N2CCOCC2)ccc1Cl)c1ccc(Cl)cc1Cl (configuration not stated),-2.6,-2.2,-12,7,-5.4,-2.6,16,-3.6,-1.9,-4,-2.1
O=C(c1cc(COc2ccc(F)cc2Cl)on1)N1CCCC(c2ccccc2)C1 (configuration not stated),-0.5,-0.7,0,2,-5.0,-1.2,4,-0.6,-0.6,-2,-1.3
CCCOP(=O)(OCCC)c1nc(-c2ccccc2)oc1NCc1ccccc1,0.7,-1.9,-14,-75,-1.6,-2.9,-243,-0.5,-3.4,-1,-1.4
CSC(=NC#N)N1CCN(c2ccc([N+](=O)[O-])cc2)CC1,0.9,0.3,-34,1,-0.4,-1.2,-2,-1.6,-1.8,-2,-1.2
CN1c2ccccc2C(O)=C(C(=S)Nc2ccc(F)c(Cl)c2)S1(=O)=O,0.8,-0.8,4,2,0.2,1.8,0,-0.3,-1.3,-4,-0.7
O=S(=O)(Nc1cc(Cl)ccn1)c1ccc(Cl)cc1,1.2,0.4,2,-4,1.6,-1.3,-3,0.0,-1.6,-3,-1.0
CC(C)CN(C(=O)c1ccc(S(=O)(=O)N2CCCC2)cc1)C1CCS(=O)(=O)C1 (configuration not stated),2.2,1.6,2,-2,1.1,-0.6,-7,0.9,1.1,-2,-0.3
Cc1cc(Oc2ccccc2)nc(SCC(=O)Nc2ccccc2)n1,-0.8,-1.0,-4,1,0.0,-0.3,0,-1.4,-1.3,0,-2.0
O=C(Nc1ccc(C(=O)NCCCN2CCN(c3ccccc3)CC2)cc1)C1=CSCCO1,-0.9,-0.8,-3,-2,0.1,-2.9,6,-0.1,-1.3,-1,-1.1
Cc1[nH]c2ccccc2c1C(=O)CSc1nc2ccccc2[nH]1,-2.8,-0.7,-6,7,1.9,-2.1,6,0.1,0.3,5,-1.2
Cc1nnc(OCC(=O)NCCC2=CCCCC2)c2ccccc12,-0.3,0.6,0,-3,-0.5,-1.5,-2,0.3,-0.1,4,-1.7
CC1(C)Cc2c(sc3c2c(N)nc(=S)n3Cc2ccc(Br)cc2)CO1,-1.1,-0.4,21,-8,-1.1,1.5,5,-0.1,-2.0,-5,-1.2
O=C(c1cc2nc(-c3ccco3)cc(C(F)(F)F)n2n1)N1CCN(c2ccc(F)cc2)CC1,2.5,-1.3,2,-7,0.5,-2.8,-23,0.4,-0.1,-1,-2.0
COc1ccc(NS(=O)(=O)c2ccc(NC(=S)NC(=O)C(C)C)cc2)cc1,0.3,-0.4,-4,12*,-3.1,-1.2,30*,-1.1,2.5,-3,-2.0
Cc1ccc(C(C#N)c2ccc3c(C(F)(F)F)cc(C(F)(F)F)nc3n2)cc1 (configuration not stated),0.7,-0.1,1,-1,0.9,2.7,7,-0.4,-3.1,2,-1.2
O=C(CN1CC(=O)Oc2ccccc21)NCc1ccco1,0.7,0.8,-3,4,3.1,1.9,3,-0.9,-3.8,2,-0.8

# Quoted from the listing:
# For ADAM17 inh, Cc1ccc(C(C#N)c2ccc3c(C(F)(F)F)cc(C(F)(F)F)nc3n2)cc1 (configuration not stated) is entered as -1
# For SMARCA2 activ, Cc1nnc(OCC(=O)NCCC2=CCCCC2)c2ccccc12 is entered as 4

# (more compounds)
SMILES,GAA850 FXN act,DAX1 inh-1,GC-A act,ADAM17 inh,hgDAF-12 ag,hcDAF12 agonist,ADAM10 inh,DAX1 inh-2,PG9 binder,SMARCA2 activ,ssDAF12 agonist
c1ccc(C(Cc2nc(-c3ccncc3)no2)c2ccccc2)cc1,-4.1,-2.4,-1,5,-5.0,-3.4,5,-2.9,-1.4,-5,-2.8
Ic1ccc(N2CCN(Cc3c[nH]c4ncccc34)CC2)cc1,2.2,0.2,-2,-5,-3.7,-2.4,-1,-3.1,-0.3,-7,-1.9
COc1ccc(C(=O)OCC(=O)NCCN2C(=O)CSC2=O)cc1[N+](=O)[O-],1.3,1.0,-2,-2,-1.4,-1.9,-16,-1.1,0.7,-3,-0.5
CCOc1cc(/C=C\[N+](=O)[O-])ccc1OCC(=O)N1CCOCC1,3.2,-0.7,22,1,-0.2,-0.5,4,-0.2,0.1,7,-1.5
C/C(CC(=O)Nc1ccc(C)c(Cl)c1)=N\NC(=O)Cc1ccccc1,3.8,-0.6,0,1,1.1,-1.8,-3,0.4,-2.0,3,-0.8
Cc1ccc(C)c(NC(=O)c2cc(-c3cc(C)ccc3O)n[nH]2)c1,5.0,2.1,16,0,9.2,1.4,4,1.1,-0.8,2,-0.8
Cn1c(N)c(C(=O)CSc2n[nH]c(-c3ccccc3)n2)c(=O)n(C)c1=O,0.4,0.5,12,-6,-1.1,-2.1,-12,-2.0,0.4,-3,-1.3
O=C(NCc1ccc(Cl)cc1)N1CCN(S(=O)(=O)c2ccccc2)CC1,1.6,0.5,0,-2,-3.7,-1.8,0,0.0,0.0,-2,-1.7
CCOC(=O)Nc1cc2c(cc1C(C)=O)OCO2,0.0,2.3,1,-1,-1.6,-0.1,1,1.0,-0.7,1,-1.0
